S2 tox – Viability Counterscreen for Primary qHTS for Inhibitors of ATXN expression; S2 cells (HEK-293 line with an ATXN2-luciferase reporter) viability, CellTiter-Fluor protease fluorescence, 24 h; AID 651635, 2014; Potency, µM (top dose mostly 56.7 µM), usual class: cytotoxic; 400,000 tested, 0.49% active; note: potency is the fitted concentration of half-maximal effect; nearly all actives have a fitted effect of over 40% in size
Nrf2 inh – Nrf2 qHTS screen for inhibitors; Potency, µM (series often up to 46 µM), for inactives: at the top dose activity change, negative = inhibition, most hits filed as inhibitors; 360,000 tested, 2.1% active; A549 ARE-Fluc reporter, luciferase luminescence, 18-24 h; AID 504444, 2011; note: potency is the fitted concentration of half-maximal effect; % is set by controls: 0 for no effect and ±100 for the full control effect; nearly all actives have a fitted effect of over 60% in size
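A549 ARE_Fluc cells (5000/well, 5% FBS OPTI-MEM) pre-incubated 2 h, then treated with compounds 18-24 h at 37C/5% CO2 in concentration-response. CellTiter-Fluor viability read first; BugLite luciferase luminescence after 15 min at room temperature gives Nrf2 activity.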
Nrf2 ARE act – qHTS of Nrf2 Activators; AREc32 ARE-luciferase reporter (MCF7-derived line), luminescence, 24 h; Potency, µM (top dose mostly 46.1 µM), for inactives: at the top dose activation, hits mostly activators; 410,000 tested, 0.31% active; AID 624171, 2012; note: potency is the fitted concentration of half-maximal effect; % of control where 0% means no effect; nearly all actives have a fitted effect of over 65% in size
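AREc32_Fluc, 1000 cells/well, OPTI-MEM + 5% FBS, o/n 37 deg C 5% CO2; 23 nL cpd by pin tool, 24 hr; Steady-Glo 30 min RT, luminescence.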
TGFb SMAD3 inh – qHTS for Inhibitors of TGF-b. HepG2 CAGA-GFP TGF-b/SMAD3 reporter, GFP fluorescence, 18 h; TGF-beta stimulated, 500 pg/mL final. Potency, µM (doses to about 46.1 µM), without a hit: at the top dose activity, negative = inhibition, actives largely listed as inhibitors. 410,000 tested, 1.2% active. AID 588855, 2011; note: potency is the fitted concentration of half-maximal effect; % is set by controls: 0 for no effect and ±100 for the full control effect; nearly all actives have a fitted effect of over 65% in size
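GFP signal (ex488/em500-530) from TGF-beta-stimulated HEPG2 CAGA-GFP cells, 500 pg/mL final, 18 h at 37 degrees C in DMEM plus 1% FBS, normalized to unstimulated and DMSO-stimulated controls.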
HepG2 viability – qHTS for Inhibitors of TGF-b: Cytotox Counterscreen. HepG2 CAGA-GFP viability, ATP luminescence, 18 h. Potency, µM (titrated, usually from 46.1 µM), for inactives: top-dose activity change, negative = cytotoxicity, actives largely listed as cytotoxic. 410,000 tested, 0.76% active; note: potency is the fitted concentration of half-maximal effect; some results filed as inactive show a strong effect at the top dose
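CellTiter-Glo luminescence gave cytotoxicity after 18 hours at 37 degrees C. The cells were HepG2 CAGA-GFP in 1% FBS DMEM, stimulated with 500 pg/mL TGF-beta after compound addition. %Activity was normalised to no-cell wells (complete cell-killing) and DMSO (no toxicity), and curves were fitted and classified.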
CCT chaperon mod – High-Throughput Screening for Modulators of Cytosolic Chaperonin Activity; purified chaperonin ATPase assay, HTRF ADP detection, 30 min; activity change, % (test concentration not listed), hits read low; 360,000 tested, 0.3% active; AID 651819, 2012; in the data active = activity change below about -30%; note: % is set by controls: 0 for no effect and ±100 for the full control effect
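TRiC at 40 or 20 nM final (batch-dependent) in 30 mM Tris pH 7.4, 100 mM KCl, 5 mM MgCl2, 1 mM DTT, with compound at single 76 uM and 10 uM ATP, 30 min at 37 deg C. ADP detected by HTRF Transcreener, 665/615 ratio.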
A549 tox – Nrf2 qHTS screen for inhibitors: counterscreen for cytotoxicity; A549 ARE-Fluc cells, CellTiter-Fluor viability, 18-24 h; Potency, µM (highest dose often 46 µM), for the others: at the top dose activity change, negative = cytotoxicity, hits mostly inhibitors; 390,000 tested, 0.16% active; note: potency is the fitted concentration of half-maximal effect; % is set by controls: 0 for no effect and ±100 for the full control effect
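A549 ARE-Fluc cells in 5% FBS OPTI-MEM, 5000 cells/well, rested 2 h then exposed to compounds in concentration-response for 18-24 h at 37 °C. Viability by CellTiter-Fluor fluorescence (Ex 405/Em 525) after 30 min; luciferase luminescence (BugLite, 15 min, RT) read afterwards.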
MmCpn inh – Inhibitors of TCP-1 ring complex (TRiC) of Methanococcus maripaludis (MmCpn): qHTS | purified Mm-Cpn ATPase, ADP Transcreener TR-FRET | Potency, µM (highest dose often 76.9 µM), for inactives: top-dose activity, negative = inhibition, actives largely listed as inhibitors | 330,000 tested, 0.031% active | AID 504842, 2011; note: potency is the fitted concentration of half-maximal effect; % is set by controls: 0 for no effect and ±100 for the full control effect; nearly all actives have a fitted effect of over 80% in size
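25 nM Mm-CPN + cpd, 10 min 37°C; + 10 uM ATP, 30 min 37°C; buffer 30 mM Tris pH 7.4, 100 mM KCl, 5 mM MgCl2, 1 mM DTT; Transcreener ADP HTRF detection 30 min RT.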
pAkt inh – HTS Assay for Inhibitors of Akt Phophorylation: Primary Screen; Neuro2A IGF-stimulated pAkt S473 HTRF, 20 min; stronger effect = lower value; activity change, % for hits at 50 µM; 360,000 tested, 0.32% active; AID 651550, 2012; in the data active = activity change below about -80%; inconclusive = mostly about -51% to -80%; note: % is set by controls: 0 for no effect and ±100 for the full control effect
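Neuro2A cells (4,500/well, DMEM with 0.5% FBS) were treated with compound at a single 50 µM final concentration, stimulated with 6 nM IGF for 20 min at 37 °C, and lysed. Phospho-Akt Ser473 was read by HTRF as 665/615 ratio ×10^4.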
* = called active by the depositor; i = inactive; ? = inconclusive; nt = not tested or not shown; [ ] = remark or other dose. Unless noted, calls come from the whole dose curve; as a rule, active = well fitted curve in the direction sought with a large enough effect; inconclusive = small, poorly fitted or top-dose-only effect, or another doubt; inactive = no such curve, though single readings can be large; an effect the other way counts as inactive or inconclusive.

Each structure is followed by: S2 tox | A549 tox | MmCpn inh | Nrf2 ARE act | TGFb SMAD3 inh | Nrf2 inh | HepG2 viability | CCT chaperon mod | pAkt inh
CCCC(c1nnnn1Cc1ccc(OC)cc1)N1CCN(c2ccccc2OC)CC1 (stereo not drawn)
 : i | 0% | -1% | 0.7% | ? | nt | -32% | -1.8 | i
COc1cc(/C=N/n2c(C)nc3ccccc3c2=O)ccc1O
 : i | -13% | 1% | 3.0% | 6% | ? | 3% | 2.4 | i
CC1CCN(c2ccc(-c3cccc(NS(=O)(=O)c4cccs4)c3)nn2)CC1
 : ? | -18% | nt | -1.1% | -18% | nt | -33% | nt | nt
COc1ccc(CC(=O)N2CCCC(CNC(=O)c3ccccc3Cl)C2)cc1 (stereo not drawn)
 : i | 3% | 4% | -0.3% | -5% | 1% | -6% | 0.4 | i
CCN(Cc1ccncc1)C(=O)CCc1nnc(CCc2ccc(OC)cc2)o1
 : i | 3% | -4% | -0.6% | -3% | -1% | -8% | -4.0 | i
O=C(CNC(=O)c1ccco1)NCC(=O)OCc1ccc(F)cc1
 : i | 0% | 2% | -1.0% | -5% | -11% | 1% | 1.6 | i
CCN(CC(=O)NCc1ccccn1)S(=O)(=O)c1cc(Cl)ccc1Cl
 : i | 0% | 0% | 2.8% | 3% | 3% | 0% | -0.5 | i
Cc1nn(C)c(Cl)c1C(N)=O
 : i | -3% | 1% | 0.0% | 19% | 4% | 0% | -0.7 | i
COc1ccc2[nH]c(=O)c(CN(C)C(=O)c3ccncc3)cc2c1
 : i | 3% | -2% | -0.8% | 3% | nt | 3% | -0.9 | nt
Cc1ccccc1N(CC(=O)NC1CCCC1)C(=O)CS(=O)CC(=O)Nc1ccc2c(c1)OCO2 (stereo not drawn)
 : i | 0% | 0% | 0.3% | -10% | 3% | -13% | 0.3 | i

Already shown: entries from further up.
Each structure is followed by: S2 tox | A549 tox | MmCpn inh | Nrf2 ARE act | TGFb SMAD3 inh | Nrf2 inh | HepG2 viability | CCT chaperon mod | pAkt inh
O=C(CNC(=O)c1ccco1)NCC(=O)OCc1ccc(F)cc1
 : i | 0% | 2% | -1.0% | -5% | -11% | 1% | 1.6 | i
CCN(CC(=O)NCc1ccccn1)S(=O)(=O)c1cc(Cl)ccc1Cl
 : i | 0% | 0% | 2.8% | 3% | 3% | 0% | -0.5 | i

Next results
Each structure is followed by: S2 tox | A549 tox | MmCpn inh | Nrf2 ARE act | TGFb SMAD3 inh | Nrf2 inh | HepG2 viability | CCT chaperon mod | pAkt inh
CC(=O)Nc1cc(-c2ccc(CO)cc2)cn2c(-c3ccc(F)c(Cl)c3)cnc12
 : i | nt | nt | ? | ? | nt | -5% | -0.9 | i
CCCn1c(SCC(=O)N2CCN(c3ccc(OC)cc3)CC2)nc2c1c(=O)n(C)c(=O)n2C
 : i | -5%[1.84 µM] | -1% | 0.2% | ? | -4% | -21% | -1.8 | i
O=C(CCN1CCN(C(c2ccccc2)c2ccccc2)CC1)N/N=C/c1ccc(O)cc1O
 : ? | -5% | 1% | -0.3% | -14% | ? | -34% | -2.7 | i
CC(=O)c1ccc(OC(=O)C2c3ccccc3Oc3ccccc32)cc1
 : i | -3% | -2% | -0.1% | 0% | -1% | 39% | -0.4 | i
CC(C)NC(=O)N(C)C[C@@H]1OCc2cnnn2CCCC(=O)N([C@@H](C)CO)C[C@H]1C
 : i | nt | nt | -1.2% | 16% | nt | -4% | -0.8 | i
O=C(O)c1ccccc1-c1ccc(/C=C2\SC(=O)N(c3ccccc3)C2=O)o1
 : i | ? | 2% | 9.2% | -9% | ? | -11% | -0.4 | i
COc1ccc(C2CC(c3cccs3)=NN2C(=O)CN2CCCCC2)cc1 (stereo not drawn)
 : i | 7% | -1% | 5.2% | -2% | ? | -3% | 0.1 | i
COc1ccc(/C(N)=N/OC(=O)N2CCOCC2)cc1
 : ? | -20% | 3% | 5.6% | -22% | 8% | -28% | -0.9 | i
CCc1c(C)sc2c1CCN(Cc1ccccc1)C2c1ccccc1 (stereo not drawn)
 : ? | -18% | nt | -2.4% | ? | nt | -27% | nt | nt
CCOc1ccccc1/C=N/NC(=O)c1c(C)nc2ccc(Br)cn12
 : i | 4% | -4% | -0.6% | 0% | 23% | -15% | -1.0 | i
Cc1ccc(-n2c(-c3ccccc3)cc(=O)nc2C)cc1
 : i | 24% | 1% | -0.6% | 0% | -11% | -3% | -0.2 | i
Cc1ccc(S(=O)(=O)N2CCOCC2)cc1NC(=O)CSc1nnc2cc(C)c3ccccc3n12
 : i | 0% | -9% | 4.8% | -16% | ? | 1% | -29 | i
CC(=O)Cc1nsc(NC(=O)c2cc(-c3ccc(Cl)c(Cl)c3)oc2C)n1
 : i | -5% | -1% | 0.3% | 0% | -3% | -25% | 1.8 | i
Cc1ccc(Cn2cccc(NS(C)(=O)=O)c2=O)cc1
 : i | 4% | -1% | -0.3% | 8% | 4% | 10% | 0.1 | i
CN(C)/C=N/c1c(C#N)nnn1Cc1ccccc1
 : i | -7% | 1% | -0.9% | 0% | -5% | 9% | 0.9 | i
COc1ccc(-n2c(=O)[nH]cc(C(=O)Nc3ccc(NC(C)=O)cc3)c2=O)cc1
 : i | ? | 2% | 0.2% | 4% | ? | 4% | -0.6 | i
C[C@H](NC(=O)c1ccccc1Cl)C(=O)OCC(=O)N1CCN(c2ccccc2)CC1
 : i | 3% | -5% | -0.1% | -10% | -1% | -1% | -1.1 | i
COc1cccc(NC(=O)COC(=O)CCCC2=NS(=O)(=O)c3ccccc3N2)c1
 : i | 2% | -2% | -0.3% | 8% | 9% | -20% | -4.1 | i
COc1ccc(NC(=O)COC(=O)CCSc2ccccc2)cc1
 : i | 6% | 2% | 1.8% | ? | 7% | -4% | 0.1 | i
CCn1cc([N+](=O)[O-])c(C(=O)N2CCCCCC2)n1
 : i | -2% | 1% | -0.2% | -2% | -2% | 7% | 0.2 | i
CCOc1ccc(NC(=O)Cn2c(=O)c(CNc3ccccc3)cc3cc4c(cc32)OCCO4)cc1
 : i | 1% | nt | -0.1% | 9% | -18% | -25% | nt | nt
Cc1ccc2nc(SCC(=O)Nc3ccc(C)c(Cl)c3)nc(=O)n2c1
 : i | -1% | ? | -0.5% | 13% | -2% | 5% | -2.7 | i
COc1ccc(S(=O)(=O)N2CCN(C(c3ccccc3)c3ccccc3)CC2)cc1NC(C)=O
 : i | 5% | -7% | -0.8% | -1% | 1% | 12% | -3.7 | i
CN(C)c1ccc(/C=C2/C=C(c3ccc4c(c3)CCCC4)OC2=O)cc1
 : i | -12% | -7% | -0.3% | 4% | -18% | 17% | -4.5 | i
O=[N+]([O-])c1cccc(/C=N/Nc2nc(N3CCOCC3)nc(N3CCOCC3)n2)c1
 : i | -1% | 1% | 0.0% | -21% | 2% | -5% | -1.0 | i
COc1cc(NC(=O)CS(=O)(=O)c2ccc(C)cc2)cc(OC)c1OC
 : i | -1% | 0% | 0.8% | -3% | nt | -17% | -0.6 | i
Cc1ccc(SCCNC(=O)CN2C(=O)c3ccccc3S2(=O)=O)cc1
 : i | -2% | -1% | 0.2% | -4% | 16% | 7% | -3.2 | i
CCN1CCN(Cc2ccc(NC(=O)Nc3ccc(OC)cc3)cc2)CC1
 : i | -2% | -3% | 0.9% | -7% | ? | 8% | 0.1 | i
CCS(=O)(=O)c1ccc2oc(SCC(=O)NCCc3ccc(OC)cc3)nc2c1
 : i | 1% | 0% | 0.1% | 0% | -11% | -3% | 0.0 | i
COC(=O)c1cc2oc(C)cc2n1Cc1c(C)cc(C)cc1C
 : i | -7% | nt | -1.4% | 160%[activator] | 12% | 145% | nt | nt
S=C(Nc1ccccc1Cl)NC1CCN(Cc2ccccc2)CC1
 : i | -1% | 0% | 8.4% | -34% | -9% | -41% | 1.1 | i
CCOC(=O)c1cc(-c2cccs2)[nH]n1
 : i | 5% | -1% | ? | 1% | 7% | -29% | 1.0 | i
CC(C)(C)NCc1cc2ccccc2[nH]c1=O
 : i | -4% | 0% | 0.3% | ? | 0% | 5% | 5.3 | i
O=c1cc(CO)oc(C(Nc2cccc([N+](=O)[O-])c2)c2ccccn2)c1O (stereo not drawn)
 : i | 1% | 0% | ? | -2% | 0% | 0% | 0.1 | i
CC(Cc1ccccn1)NC(=O)c1ccc(OC2CCN(Cc3ccccn3)CC2)cc1 (stereo not drawn)
 : i | -7% | -2% | 0.0% | ? | 3% | -12% | 0.9 | i
COc1ccc(C(C)=O)cc1CSc1ccccn1
 : i | 2% | -3% | ? | 6% | 10% | -4% | 1.7 | i
CN(C)N=C1c2cc(S(=O)(=O)N3CCOCC3)ccc2-c2ccc(S(=O)(=O)N3CCOCC3)cc21
 : i | 0% | 3% | -0.5% | -7% | 8% | -2% | -2.6 | i
CCc1cc2c3c(c1)C(C)CC(C)(C)N3C(=O)/C2=C1\SC(=O)NC1=O (stereo not drawn)
 : i | -13% | 0% | -0.8% | 24% | -18% | 32% | -1.3 | i
O=C(Nc1nc2ccccc2c(=O)[nH]1)c1ccccc1SCc1ccccc1
 : i | -2% | -2% | 0.3% | 13% | 0% | -20% | 1.1 | i
COc1ccc(C2=C3C(=O)OCC3Cc3ncn(Cc4ccccc4)c32)cc1 (stereo not drawn)
 : ? | -6% | 0% | -1.0% | -2% | -8% | 0% | -2.5 | i
Cc1nc2cc(C(=O)NCCN3CCOCC3)ccc2n1-c1ccc(F)cc1F
 : i | 3% | 1% | -1.0% | 24% | 16% | 20% | -0.9 | i
